NSD2 HMT inh: blocks human histone methyltransferase NSD2; 0.54% of 310,000 active; NSD2 peptide methylation, AlphaScreen, 120 min; inhibition, % at 12.5 µM; AID 743445; in the data active means inhibition above about 50%
Target sequence (O96028 whole entry, looked up): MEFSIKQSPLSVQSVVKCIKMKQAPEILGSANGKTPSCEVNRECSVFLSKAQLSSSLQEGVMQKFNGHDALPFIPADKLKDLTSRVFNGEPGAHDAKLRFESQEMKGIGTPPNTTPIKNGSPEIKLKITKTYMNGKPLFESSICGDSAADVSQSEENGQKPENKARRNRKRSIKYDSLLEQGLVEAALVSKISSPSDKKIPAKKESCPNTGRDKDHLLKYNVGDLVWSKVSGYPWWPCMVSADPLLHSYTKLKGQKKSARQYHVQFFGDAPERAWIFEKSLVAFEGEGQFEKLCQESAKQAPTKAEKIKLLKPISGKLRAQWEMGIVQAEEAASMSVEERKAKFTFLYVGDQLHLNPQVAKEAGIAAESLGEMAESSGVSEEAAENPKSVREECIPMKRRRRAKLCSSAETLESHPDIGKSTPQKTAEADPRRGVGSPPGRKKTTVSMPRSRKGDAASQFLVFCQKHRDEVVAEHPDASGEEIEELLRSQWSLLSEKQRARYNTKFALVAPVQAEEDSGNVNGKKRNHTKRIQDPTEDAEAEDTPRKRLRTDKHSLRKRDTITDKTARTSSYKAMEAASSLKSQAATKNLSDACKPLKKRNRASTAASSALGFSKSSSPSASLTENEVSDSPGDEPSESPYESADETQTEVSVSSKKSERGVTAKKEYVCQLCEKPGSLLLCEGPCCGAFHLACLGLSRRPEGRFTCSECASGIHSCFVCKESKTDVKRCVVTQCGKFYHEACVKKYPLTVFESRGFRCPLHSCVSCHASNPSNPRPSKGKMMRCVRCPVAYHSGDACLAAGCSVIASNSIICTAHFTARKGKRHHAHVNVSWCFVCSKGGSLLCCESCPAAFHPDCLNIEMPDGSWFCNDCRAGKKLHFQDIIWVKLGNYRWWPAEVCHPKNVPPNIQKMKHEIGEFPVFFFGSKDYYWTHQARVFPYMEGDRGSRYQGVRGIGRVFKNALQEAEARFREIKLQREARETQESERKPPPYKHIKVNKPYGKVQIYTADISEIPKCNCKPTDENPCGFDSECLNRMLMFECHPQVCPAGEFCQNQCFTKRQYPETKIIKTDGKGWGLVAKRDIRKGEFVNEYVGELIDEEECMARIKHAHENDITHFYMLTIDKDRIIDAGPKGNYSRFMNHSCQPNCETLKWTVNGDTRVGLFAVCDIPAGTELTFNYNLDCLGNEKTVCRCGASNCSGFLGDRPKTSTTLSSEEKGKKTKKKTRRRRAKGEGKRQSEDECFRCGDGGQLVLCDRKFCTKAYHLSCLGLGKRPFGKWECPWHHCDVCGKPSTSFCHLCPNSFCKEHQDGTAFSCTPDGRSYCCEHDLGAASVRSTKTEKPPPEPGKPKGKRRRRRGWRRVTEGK
Active calls of the source: *.

SMILES	NSD2 HMT inh
O=C(CSc1nnc(-c2ccccn2)n1-c1ccc(Cl)cc1)Nc1ccc2c(c1)OCCO2	0
CCCC(=O)N1CCOCC1c1cc(C(=O)NCc2ccccc2)no1 (centres undefined)	0
CCOC(=O)C1(C)CCCN1C(=O)c1ccc(Cl)nc1 (centres undefined)	4
CC(C)(C)c1ccc(S(=O)(=O)N2CCC(C(=O)NCCC3=CCCCC3)CC2)cc1	1
O=C(C1CCN(c2ncnc3c2sc2cccc(F)c23)CC1)N1CCN(C(=O)C2CCCO2)CC1 (centres undefined)	-6
O=C(N1CCc2ccccc2C1)n1cc(C(O)(c2ccccc2)c2ccccc2)nn1	-3
Clc1cccc(CNc2ccn3nc(-c4cccs4)cc3n2)c1	-3
COc1cccc(C(O)c2nc(-c3ccccc3OC)cs2)c1 (centres undefined)	0
CC(=O)Nc1ccc(CN(C)c2c(C)nc3ccc(C(=O)NCCCN4CCCC4=O)cn23)cc1	-1
COc1cc(C)ccc1S(=O)(=O)NC(=O)C1(C)CCN1C(=O)C1(c2ccc(Cl)cc2)CCC1 (centres undefined)	-1
COc1ccc2c(c1)C(C)(Cc1ccc(C(=O)c3ccccc3)cc1)C(=O)N2 (centres undefined)	4
Cc1n[nH]c(C)c1S(=O)(=O)NCCc1c[nH]c2ccccc12	11
CCOc1ccc(Cl)cc1-c1cc(C(=O)NC(C)C)[nH]n1	0
O=C(Nc1cccc(OC(F)(F)F)c1)[C@@H]1O[C@H](CO)[C@H](O)[C@H](O)[C@H]1O	-5
CC(C)CNC(=O)C1(C)CCCN1C(=O)C(C)(C)Oc1ccc(Cl)cc1 (centres undefined)	-2
OC[C@@H]1CN(Cc2ccc(F)cc2)C[C@H](n2cnc3c(NCc4ccco4)ncnc32)O1	-1
Cc1ccc(-n2c(SCC(=O)Nc3ccc(OCc4ccccc4)cc3)nnc2-c2cnccn2)cc1	-10
CC(C)CNC(=O)C1(C)CCCN1C(=O)c1csnn1 (centres undefined)	-2
CSc1ccc(CN2CCC2(C)C(=O)NCc2cccs2)cc1 (centres undefined)	-1
Cc1nc2c(OCC(=O)c3ccc(F)cc3)cccn2c1N(C)Cc1cccs1	2
Cn1cc(-c2csc(C(O)c3ccc(F)c(F)c3)n2)cn1 (centres undefined)	-1
C=CCn1c(SCC(=O)OC(C)C)nnc1-c1ccc(C)cc1	-4
CCc1nc2ccc(C(=O)NCCCn3ccnc3)cn2c1N(C)CCC(C)C	7
O=C(Nc1ccc(F)c(Cl)c1)c1cc(C2CCCN(S(=O)(=O)c3cccs3)C2)on1 (centres undefined)	1
CN(C)CCNC(=O)c1ccc(-c2cnn(C)c2)c2ccoc12	1

More structures:
SMILES	NSD2 HMT inh
COc1cccc(-c2cnc(C(O)c3ccccc3OC)[nH]2)c1 (centres undefined)	19
CC1(C(=O)Nc2cccc(NS(C)(=O)=O)c2)CCN1Cc1ccccc1OC(F)F (centres undefined)	3
CC(=O)N1CCc2cc(Br)c(S(=O)(=O)CCC(=O)N3CCN(c4ccccn4)CC3)cc21	-1
Clc1cccc(-c2cc3nc(NCCOc4ccccc4)ccn3n2)c1	-4
CC1(C(=O)NCc2ccco2)Cc2c(-c3cccc(C(N)=O)c3)ccnc2O1 (centres undefined)	0
CC(C)(C)n1nc(C2CC2)cc1NC(=O)Nc1ccccc1	-2
Cc1ccc(C)c(CC(=O)N2CCCC(c3cc(C(=O)Nc4ccc5c(c4)OCO5)no3)C2)c1 (centres undefined)	-1
NC(c1ccccc1)c1csc(NC(=O)Nc2cccc(Cl)c2)n1 (centres undefined)	-1
OC(c1ccccc1)c1nc(-c2cc3ccccc3o2)cs1 (centres undefined)	-2
COCCNC(=O)C(C#N)c1nc2ccccc2nc1N1CCN(Cc2ccc3c(c2)OCO3)CC1 (centres undefined)	0
OC[C@@H]1CN(Cc2ccncc2)C[C@H](n2cnc3c(N4CCCC4)ncnc32)O1	-2
Cn1c(OCC2CCCO2)nc2cc(-c3ccccc3)sc2c1=O (centres undefined)	-4
COC(=O)c1ccc(CC2(C)C(=O)Nc3ccc(-c4cccc(C(F)(F)F)c4)cc32)o1 (centres undefined)	1
COc1cccc(NC(=O)C2CCCN2C(=O)Nc2ccc(Cl)cc2)c1 (centres undefined)	-29
Cc1cc(NS(=O)(=O)c2ccc(NC(=O)CSc3nnc(-c4ccccn4)n3Cc3ccco3)cc2)nc(C)n1	7
Cc1nc2c(c(=O)n1CC1CCCO1)c1nc3ccccc3nc1n2Cc1ccc2c(c1)OCO2 (centres undefined)	1
COC(=O)c1cc(=O)nc(NNC(C)=O)s1	-3
O=C(NCc1ccccc1)c1cc(C2COCCN2S(=O)(=O)c2ccccc2)on1 (centres undefined)	5
COc1ccccc1CCC(=O)Nc1ccc2c(c1)c(=O)n(C)n2Cc1cccc(C(F)(F)F)c1	0
CC(C)(C(=O)N1CCC1(C)C(=O)Nc1ccccc1Br)c1ccccc1 (centres undefined)	-5
C[C@H]1[C@@H](OC(=O)Nc2cc(Cl)ccc2Cl)CC[C@@]23CCCN2C(=O)CCC[C@@H]13	-2
CC(C)NC(=O)C1(C)CCN1Cc1ccc(C(F)(F)F)cc1 (centres undefined)	-4
CC(=O)c1cccc(-c2cnc3c(NC=O)cc(-c4ccc(F)cc4)cn23)c1	-2
O=C(CN1CCN(Cc2ccccc2)CC1)N/N=C\c1c2ccccc2cc2ccccc12	12
COc1ccccc1-c1ccc2c(c1)C(C)(Cc1ccc(Cl)cc1)C(=O)N2 (centres undefined)	1

Going on with the list.
SMILES	NSD2 HMT inh
OC[C@@H]1CN(CCNc2ccccc2)C[C@H](n2cnc3c(NCc4ccncc4)ncnc32)O1	-1
CC(C)c1ccc(CN2CCC(C)(Oc3ccc(Cl)cc3)C2)cc1 (centres undefined)	2
CCN1C(=O)N(C(C)=O)[C@H]2C[C@H](C(=O)N3CCCC3)[C@H](C)[C@H](c3ccccc3)C[C@H]21	-2
Cc1cccc(S(=O)(=O)N2CCC[C@H]2C(=O)N2CCC[C@@H]2C(=O)NCc2ccccc2)c1	-1
CCOC(=O)C1CCCN(C(=O)c2cc(C#N)cs2)CC1 (centres undefined)	-5
COc1ncccc1-c1cnc2cccnn12	-4
Cc1ccc(-n2c(SCC(=O)NN=Cc3ccc(-c4ccccc4)cc3)nnc2-c2ccccc2)cc1	-7
OC(c1cccc(Cl)c1)c1nc(-c2ccc(F)c(Cl)c2)cs1 (centres undefined)	2
Cc1c(C(=O)N/N=C/c2ccccc2Cl)[nH][nH]c1=O	13
O=C(Cn1nc(-c2ccccc2)c2ccccc21)Oc1ccccc1	-1
O=C(NCCc1ccccc1F)c1ccc(Sc2ccccc2Cl)c([N+](=O)[O-])c1	1
COc1ccc(-n2c(SCC(=O)Nc3ccccc3-c3ccccc3)nnc2-c2ccco2)cc1	2
CC(C)CC(N)c1csc(Nc2cc(Oc3ccccc3)ncn2)n1 (centres undefined)	4
CC1=C(C(=O)N(C(C)C)C(C)C)CC(CC(=O)NC2CC2)C(=O)N1Cc1ccc(C(C)(C)C)cc1 (centres undefined)	3
Cn1c(SCC(=O)NCCN2CCCCC2)nc2cccnc21	0
O=C(Nc1ccc(N2CCOCC2)cc1)c1csc(COCCO)n1	-1
O=C(CN1CCCc2ccccc21)NCc1ccc(F)cc1	0
CC1(C(=O)NS(=O)(=O)c2ccc(F)cc2F)CCN1C(=O)C/C=C/c1ccccc1 (centres undefined)	1
CC1=C(C(=O)N2CCOCC2)CC(CC(=O)NCCc2ccccn2)C(=O)N1CCCN1CCCC1=O (centres undefined)	-2
Cc1ccsc1C(=O)N1CCC1(C)C(=O)NS(=O)(=O)c1cccc(F)c1 (centres undefined)	-2
O=C(CSc1nnc(-c2ccco2)n1-c1ccc(Cl)cc1)Nc1ccc(S(=O)(=O)Nc2nccs2)cc1	5
CCCS(=O)(=O)NC(=O)C1(C)CCCN(C(=O)c2cc(C)n(C(C)(C)C)n2)C1 (centres undefined)	-2
NC(CCc1ccccc1)c1csc(Nc2ccc(C(=O)NCCCO)cn2)n1 (centres undefined)	2
COc1cc2cc(OC(C)=O)c3cc4c(cc3c2c(OC)c1OC)OCO4	1
COc1ccc(-c2csc(C(O)c3ccc(F)c(OC)c3)n2)cn1 (centres undefined)	-1

New compounds follow
SMILES	NSD2 HMT inh
CN1CCCN(S(=O)(=O)c2ccc3c(c2)CCC(=O)N3)CC1	10
COCCN1C[C@@H](CO)O[C@@H](n2cnc3c(N(C)C)ncnc32)C1	-2
COCCNC(=O)C1(C)CCCN(C(=O)CCc2ccccc2)C1 (centres undefined)	-1
CCc1nc2c(OCCOc3ccccc3)cccn2c1N(C)C(=O)c1ccc(C)cc1	-6
CCOC(=O)C1(C)CCCN(C(=O)c2cccc3ccccc23)C1 (centres undefined)	-1
CC1CCN(c2ccc(C(=O)O)cc2NS(=O)(=O)c2ccc(C(C)(C)C)cc2)CC1	8
CC(O)(c1cccc(F)c1)c1nc(-c2ccc(S(C)(=O)=O)cc2)cs1 (centres undefined)	-1
Cc1cc(C(O)c2ncc(-c3ccccc3Cl)[nH]2)ccc1F (centres undefined)	5
CC(=O)c1cccc(-c2cnc3c(NC=O)cc(-c4ccccc4Oc4ccccc4)cn23)c1	0
CC1(C(=O)NS(=O)(=O)c2ccc(Br)cc2)CCN1C(=O)Cc1ccsc1 (centres undefined)	0
O=C(NCc1ccccc1)c1ccc([N+](=O)[O-])cc1	1
Clc1ccc(Nc2nnc(-c3ccc4c(c3)OCO4)o2)cc1	-2
COc1ccccc1C(=O)Nc1nnc([C@@H]2C[C@H](O)[C@@H](CO)O2)s1	0
CCOC(=O)c1ccc(NC(=O)CSc2nnc(SCc3cccc4ccccc34)s2)cc1	-1
CCCC(=O)N1CCCC(c2cc(C(=O)Nc3ccc4c(c3)OCO4)no2)C1 (centres undefined)	-1
CCOC(=O)c1cnc(Nc2nc3ccccc3o2)nc1CN1CCN(c2ccccc2)CC1	3
CCOc1cccc(-c2cc(NCCc3ccccn3)n3nccc3n2)c1	-3
CCCc1ccc(C(O)c2ncc(-c3cccc(OC)c3)[nH]2)cc1 (centres undefined)	1
CC(=O)OC[C@@H]1CN(Cc2ccccc2)C[C@H](n2ccc3c(N)ncnc32)O1	-1
O=C(NC(c1ccccc1)c1cnccn1)C1CCN(CCOc2ccc(Cl)cc2Cl)CC1 (centres undefined)	1
COCCNC(=O)C1(C)CCCN(C(=O)c2cccc(OC(F)(F)F)c2)C1 (centres undefined)	3
CC1(C(=O)NS(=O)(=O)c2ccc(Cl)s2)CCN1C(=O)C1(c2ccc(Cl)cc2)CC1 (centres undefined)	-4
Cc1cccc(S(=O)(=O)NC(=O)C2(C)CCN2C(=O)C2(c3ccc(Cl)cc3)CCC2)c1 (centres undefined)	-2
S=c1[nH]nc2ccc3ccccc3n12	-1
OC(Cc1ccccc1Br)c1ncc(-c2ccc(Cl)cc2)[nH]1 (centres undefined)	0

14 compounds from above, arranged by formula weight, falling.
SMILES	NSD2 HMT inh
Cc1cccc(S(=O)(=O)NC(=O)C2(C)CCN2C(=O)C2(c3ccc(Cl)cc3)CCC2)c1 (centres undefined)	-2
CCOC(=O)c1cnc(Nc2nc3ccccc3o2)nc1CN1CCN(c2ccccc2)CC1	3
CC1(C(=O)NS(=O)(=O)c2ccc(Br)cc2)CCN1C(=O)Cc1ccsc1 (centres undefined)	0
CC(=O)c1cccc(-c2cnc3c(NC=O)cc(-c4ccccc4Oc4ccccc4)cn23)c1	0
CCc1nc2c(OCCOc3ccccc3)cccn2c1N(C)C(=O)c1ccc(C)cc1	-6
COCCNC(=O)C1(C)CCCN(C(=O)c2cccc(OC(F)(F)F)c2)C1 (centres undefined)	3
CC(=O)OC[C@@H]1CN(Cc2ccccc2)C[C@H](n2ccc3c(N)ncnc32)O1	-1
OC(Cc1ccccc1Br)c1ncc(-c2ccc(Cl)cc2)[nH]1 (centres undefined)	0
CCOc1cccc(-c2cc(NCCc3ccccn3)n3nccc3n2)c1	-3
COCCN1C[C@@H](CO)O[C@@H](n2cnc3c(N(C)C)ncnc32)C1	-2
COCCNC(=O)C1(C)CCCN(C(=O)CCc2ccccc2)C1 (centres undefined)	-1
CCOC(=O)C1(C)CCCN(C(=O)c2cccc3ccccc23)C1 (centres undefined)	-1
CN1CCCN(S(=O)(=O)c2ccc3c(c2)CCC(=O)N3)CC1	10
CCCc1ccc(C(O)c2ncc(-c3cccc(OC)c3)[nH]2)cc1 (centres undefined)	1

Carrying on:
SMILES	NSD2 HMT inh
O=C(c1cccc(-c2cncc3nccn23)c1)N1CCOCC1	-5
Cc1ccc(CNC(=O)Nc2nnc([C@H]3C[C@H](O)[C@@H](CO)O3)s2)cc1	1
CN(C)CCNc1nc(Oc2cccc(F)c2)c2sccc2n1	16
CC(=O)c1ccc(OC2(C)CCN(Cc3ccc(OC(F)(F)F)cc3)C2)cc1 (centres undefined)	1
COc1cccc(C(C)(O)c2nc(-c3cccs3)cs2)c1 (centres undefined)	0
COc1ccccc1-c1cc(NC(C)=O)c2ncc(-c3ccc(F)cc3)n2c1	0
COc1ccc(C(C)(O)c2nc(-c3ccc(Cl)cc3)cs2)cc1 (centres undefined)	-2
Cc1cccc(-c2ccc([N+](=O)[O-])cc2CN2CCN(c3ncc(Cc4ccccc4)cn3)CC2)c1	0
Cc1cc(F)ccc1C(O)c1ncc(-c2cccc3ccccc23)[nH]1 (centres undefined)	9
COc1ccc2c(c1)CCCN2C(=O)C1CCCN(S(=O)(=O)c2cc(OC)ccc2OC)C1 (centres undefined)	0
O=C(NCc1cccs1)c1ccc2sc([C@H]3C[C@H](O)[C@@H](CO)O3)nc2c1	1
Cc1noc(C)c1C(=O)N1CCC1(C)C(=O)NS(=O)(=O)c1cccc(Cl)c1 (centres undefined)	-3
Cc1cccc(-c2cnc3cccnn23)c1	-2
COc1cc(-n2c(C)nc3cc(C(=O)N4CCCN(C(C)=O)CC4)ccc32)cc(OC)c1OC	-2
CCc1ccc(C(O)c2ncc(-c3ccc(Cl)cc3)[nH]2)cc1 (centres undefined)	1
O=C(/C=C(\Nc1cccc(C(F)(F)F)c1)c1ccccc1)c1ccccc1	0
CN1CCCC(C)(C(=O)Nc2ccc3scnc3c2)C1 (centres undefined)	-1
Cc1ccc(CN2C(=O)CSCC2(C)C(=O)NC(C)C)cc1 (centres undefined)	-1

Reformatted bar-delimited: part of the list above
Compound | NSD2 HMT inh
NC(c1ccccc1)c1csc(NC(=O)Nc2cccc(Cl)c2)n1 (centres undefined) | -1
OC(c1ccccc1)c1nc(-c2cc3ccccc3o2)cs1 (centres undefined) | -2

Only part of the results is shown, so the mix of outcomes need not match the whole.
